Fh CTSL1 inh = cathepsin L1 inhibition, PFM18AAP counter-screen; recombinant F. hepatica cathepsin L1, Z-Leu-Arg-MCA fluorescence; inhibition, % at 5.96 µM; actives 0.49% (n = 300,000); AID 1906;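 active means inhibition above the mean of all tested compounds plus 3 SD, set per screening campaign, cut at about 17% in these data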;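 further: 0% = plate median of test compound wells and 100% = 1 µM Z-Phe-Ala-diazomethylketone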
JMJD2C inh = human JMJD2C demethylase inhibition | Q9H3R0 | GST-JMJD2C(1-420) H3K9me3 demethylation, DELFIA europium | inhibition, % at 2.35 µM | actives 0.069% (n = 330,000) | AID 2099;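 active means more than half of a compound's replicate wells show inhibition beyond 50%, single wells judged on their own value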;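 further: signal counts dimethyl H3K9 product captured on neutravidin plate; 0% = median of DMSO wells and 100% = 0.3 times that DMSO median; strong numbers were not always called active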
PP5 inh = inhibitors of human protein phosphatase 5 (PP5). AID 1987. actives 0.18% (n = 320,000). P53041. purified PP5c, OMFP substrate fluorescence. inhibition, % at 6.7 µM;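 active means inhibition above the campaign's mean inhibition across all tested compounds plus 3 SD, cut at about 9.5% in these data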;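 further: 0% = DMSO only and 100% = 100 µM cantharidin control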
Efflux pump mplx = blocks antifungal efflux pumps in multiplex yeast assay. S. cerevisiae Candida pump triplex, Nile Red efflux. inhibition, % at 10 µM. actives 0.44% (n = 330,000). AID 485275;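 active means plate passing quality check with inhibition over a set limit, or well fluorescence over plate mean plus 4 SD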;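 further: Nile Red retained in pooled yeast measured as flow cytometry median fluorescence; 0% = buffer negative control and 100% = Enniatin B positive control; higher means more Nile Red kept so more efflux inhibition; some compounds called inactive have numbers as strong as hits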
PREPL inh = inhibitors of human prolyl oligopeptidase-like enzyme PREPL; AID 2751; recombinant PREPL, fluorescence polarization activity-based probe; inhibition, % at 5.96 µM; Q4J6C6; actives 0.68% (n = 320,000); in the data active means inhibition above about 43%;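 further: 0% = enzyme with DMSO and 100% = wells lacking enzyme; many of its hits are not listed in these tables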
Target sequence (Q4J6C6 whole entry, looked up): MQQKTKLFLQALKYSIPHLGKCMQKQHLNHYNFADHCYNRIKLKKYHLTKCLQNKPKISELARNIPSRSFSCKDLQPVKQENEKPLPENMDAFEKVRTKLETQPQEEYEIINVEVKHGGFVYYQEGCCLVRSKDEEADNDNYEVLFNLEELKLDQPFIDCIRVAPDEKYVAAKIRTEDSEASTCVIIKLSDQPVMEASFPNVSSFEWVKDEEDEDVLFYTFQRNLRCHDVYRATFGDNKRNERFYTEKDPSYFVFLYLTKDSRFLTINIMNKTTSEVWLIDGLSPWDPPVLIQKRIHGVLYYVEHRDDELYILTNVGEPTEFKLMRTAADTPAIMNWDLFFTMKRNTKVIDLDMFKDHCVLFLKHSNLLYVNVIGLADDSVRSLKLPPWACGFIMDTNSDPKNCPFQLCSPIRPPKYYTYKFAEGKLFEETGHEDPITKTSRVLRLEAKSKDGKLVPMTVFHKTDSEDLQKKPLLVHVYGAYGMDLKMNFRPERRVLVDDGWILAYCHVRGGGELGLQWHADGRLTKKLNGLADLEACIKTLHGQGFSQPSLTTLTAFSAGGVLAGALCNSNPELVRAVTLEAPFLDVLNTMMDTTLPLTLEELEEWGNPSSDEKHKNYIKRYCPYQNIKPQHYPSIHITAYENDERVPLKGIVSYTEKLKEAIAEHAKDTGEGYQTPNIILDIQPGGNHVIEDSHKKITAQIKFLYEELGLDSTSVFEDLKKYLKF
TPT1 inhibitor = blocks Candida albicans tRNA 2'-phosphotransferase; recombinant caTPT1, FP RNA substrate dephosphorylation; inhibition, % at 5 µM; AID 1962; actives 0.81% (n = 300,000);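 active means inhibition above the mean of all tested compounds plus 3 SD, set per screening campaign, cut at about 24% in these data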;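 further: plate controls were DMSO alone for no effect and ferristatin control at 100 nM for full effect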
core dimer inh = blocks dimerization of HCV core protein | TR-FRET GST/Flag-core106 dimerization, 1536-well | inhibition, % at 5 µM | actives 0.33% (n = 300,000);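 active means inhibition above the mean of all tested compounds plus 3 SD, set per screening campaign, cut at about 45% in these data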
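assay system = GST-tagged and Flag-tagged HCV core protein residues 1-106 | controls = unlabelled core106 and no-GST-core106 wells | incubation = compound-protein-antibody incubation 4 h at 22.5 °C | probe or stimulus = Eu donor and XL665 acceptor anti-tag antibodies | read-out = % inhibition based on acceptor/donor emission ratio | signal = TR-FRET 671 and 617 nm emission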
LYPLA2 inh = counter-screen for PME1 inhibitors: inhibitors of human LYPLA2 | inhibition, % at 5.9 µM | recombinant LYPLA2, FP-Rh probe fluorescence polarization | actives 0.38% (n = 320,000) | O95372;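 active means inhibition above the screen-wide mean plus 3 SD, limit set per campaign, cut at about 26% in these data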;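 further: 0% = LYPLA2 with DMSO and 100% = wells lacking LYPLA2 enzyme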
Target sequence (O95372 whole entry, looked up): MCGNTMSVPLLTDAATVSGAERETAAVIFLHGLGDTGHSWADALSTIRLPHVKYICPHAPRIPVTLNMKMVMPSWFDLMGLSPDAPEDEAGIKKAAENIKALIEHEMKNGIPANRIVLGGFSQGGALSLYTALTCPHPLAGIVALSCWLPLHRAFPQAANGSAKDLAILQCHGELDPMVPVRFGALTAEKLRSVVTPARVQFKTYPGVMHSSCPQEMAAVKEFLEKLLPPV
PP1 inh = counter-screen for PP5 inhibitors: inhibitors of human PP1-alpha; P62136; purified PP1alpha, OMFP fluorescence; inhibition, % at 6.7 µM; actives 0.9% (n = 320,000);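 active means inhibition above the mean inhibition of all tested compounds plus 3 SD, computed separately for each screening campaign, cut at about 15% in these data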
* = called active by the depositor; · = not tested or not shown.

Compound	Fh CTSL1 inh	PREPL inh	JMJD2C inh	LYPLA2 inh	PP5 inh	Efflux pump mplx	core dimer inh	PP1 inh	TPT1 inhibitor
Cc1ccc(C)n1Cc1ccccc1Cl	-0.9	3.6	5.9	1.8	-1.4	0.0	-2.2	0.1	3.3
CC(C)NCCOCCSc1ccc(Cl)cc1	4.2	16.0	24.7	9.2	-1.2	-0.1	-5.9	-1.0	-2.1
NC(=O)CSc1ncc(-c2ccc([N+](=O)[O-])cc2)[nH]1	2.6	4.0	-0.6	1.1	0.3	-0.1	-4.2	-3.3	-1.6
COc1ccc(NC(=O)CN(C)C(=O)Cc2coc3cc(C)c(C)cc23)cc1	-3.4	-0.7	4.3	-4.0	0.0	0.0	6.1	-6.0	-0.3
CCOc1ccc(N(CC(=O)Nc2cccc(F)c2)S(=O)(=O)c2c(C)noc2C)cc1	-0.6	-23.2	-4.3	-6.8	2.1	-0.2	-8.6	1.5	-0.3
O=S(=O)(c1ccccc1)N1CCN(C(=S)NCCc2ccccc2)CC1	-0.6	8.9	0.2	2.9	-0.9	-0.3	15.9	-1.4	1.1
O=C(O)CCCC(=O)Nc1cccc(C(F)(F)F)c1	-1.4	-1.8	-10.6	1.2	-1.9	0.0	-0.8	-0.1	-3.3
CN(CC(=O)O/N=C(\N)c1ccccn1)S(=O)(=O)c1ccccc1	-33.2	1.4	6.9	0.6	-1.9	0.0	-2.8	-0.6	-0.4
C=CCn1c(COc2ccccc2OC)nc2ccccc21	-4.8	-6.5	-6.8	2.5	0.6	0.0	10.2	-1.2	-3.1
CC(O)CN(C)CC/C=C1/c2ccccc2CSc2ccccc21 (stereo not given)	1.8	-33.8	-11.1	12.1	0.9	-0.1	-15.0	2.0	-0.3
C/C(Cl)=C/Cn1c(N2CCCC2)nc2c1c(=O)n(C)c(=O)n2C	-0.7	9.1	-1.7	-1.6	0.9	-0.1	-5.4	-0.1	-1.8
CCOC(=O)c1c(NC(=O)Cn2c(C)nc3ccccc32)sc2c1CCC2	-1.6	14.3	1.4	3.9	2.0	0.2	5.4	0.2	-1.3

The final 2 records of the section above lead into the next:
Compound	Fh CTSL1 inh	PREPL inh	JMJD2C inh	LYPLA2 inh	PP5 inh	Efflux pump mplx	core dimer inh	PP1 inh	TPT1 inhibitor
C/C(Cl)=C/Cn1c(N2CCCC2)nc2c1c(=O)n(C)c(=O)n2C	-0.7	9.1	-1.7	-1.6	0.9	-0.1	-5.4	-0.1	-1.8
CCOC(=O)c1c(NC(=O)Cn2c(C)nc3ccccc32)sc2c1CCC2	-1.6	14.3	1.4	3.9	2.0	0.2	5.4	0.2	-1.3
O=C(c1cc(COc2ccc3c(c2)CCCC3)on1)N1CCCC1	8.6	20.0	-0.9	8.3	4.1	0.0	10.2	3.8	-1.3
O=C(NC(Cc1ccccc1)C(=O)N1CCN(S(=O)(=O)c2ccccc2)CC1)c1ccccc1 (stereo not given)	0.6	32.7	-27.8	-10.2	-4.4	0.8	-1.8	2.1	-0.5
C[C@@H](O)CC#Cc1ccc2oc(=O)c(-n3cc(-c4ccsc4)nn3)cc2c1	·	13.6	5.5	-3.9	3.1	1.2	·	2.7	·
CCS(=O)(=O)c1nc(S(=O)(=O)c2ccc(C)cc2)c(N2CCCC(C)C2)s1 (stereo not given)	-3.5	3.7	-11.1	9.3	4.6	-0.2	12.4	3.4	-2.1
Cc1ccc2c(c1)c1c(c(=O)n(-c3ccccc3C)c(=O)n1CC(=O)NCC1CCCO1)n2C (stereo not given)	-0.8	10.6	0.8	-1.0	-2.7	-0.1	0.3	-5.5	-0.9
CCOC(=O)C1CCN(C(=O)CC2C(=O)N(Cc3ccccc3)C(C)c3nc4ccccc4n32)CC1 (stereo not given)	3.4	9.3	-13.3	-0.7	0.5	2.0	5.2	-1.9	1.3
CC1(c2ccc3ccccc3c2)NC(=O)N(CC(=O)NCC(C)(C)N2CCOCC2)C1=O (stereo not given)	-0.6	10.1	-8.0	1.2	3.0	0.0	-2.6	-4.1	-1.9
N/C(=N\OC(=O)CC1CCCCC1)c1ccc([N+](=O)[O-])cc1	-2.4	4.9	2.2	1.6	2.7	0.0	-0.7	-0.5	4.1
CN1C(C(=O)Nc2ccc(F)cc2F)=CC(c2cccs2)=NS1(=O)=O	2.3	-2.9	-36.9	-2.3	5.5	-0.1	-15.8	3.0	-3.0
CC(NC(=S)NC(=O)c1ccccc1)c1ccccc1 (stereo not given)	8.5	0.2	3.6	-4.8	3.2	0.2	-1.8	1.2	-1.0
Cc1c(CNC(=O)C2CC2)c(-n2cccc2)n(Cc2ccccc2)c1C	1.5	9.4	-0.2	7.6	-0.2	-0.1	-4.3	5.4	-0.7
CCOc1cc(OCC)cc(C(=O)Nc2cccnc2)c1	0.1	-17.2	2.2	-8.8	0.7	0.1	-0.7	-0.8	-2.5

Additional records:
Compound	Fh CTSL1 inh	PREPL inh	JMJD2C inh	LYPLA2 inh	PP5 inh	Efflux pump mplx	core dimer inh	PP1 inh	TPT1 inhibitor
O=C(C1CCN(S(=O)(=O)c2cccc3nsnc23)CC1)N1CCc2ccccc21	7.1	8.0	-1.2	-3.2	0.4	-0.3	3.1	-1.8	-1.4
N#Cc1cccc(Oc2ccc(-c3cnc4ccccc4n3)cc2)c1C#N	11.0	24.7	-8.6	7.1	-0.4	0.1	-0.4	-5.6	-14.5
CS(=O)(=O)N(CC(=O)N1CCCCCC1)c1ccc2c(c1)OCCO2	-0.4	4.2	9.2	4.8	-3.0	0.1	-7.8	-1.1	-3.7
Cc1cc(C(=O)Nc2nc(-c3ccccn3)cs2)ccc1[N+](=O)[O-]	-1.5	4.1	10.6	-2.3	2.1	0.2	8.6	9.0	-0.5
O=Cc1cc(CCC(=O)O)ccc1O	8.0	8.8	2.2	-4.8	-1.7	0.0	5.8	-2.0	-1.1
CC(C)NS(=O)(=O)c1ccc(OCC(=O)Nc2ccc(F)cc2F)cc1	-0.1	3.9	-9.6	1.1	0.9	-4.2	-1.6	-3.9	7.0
Cc1ccc(OCC(=O)Oc2ccccc2[N+](=O)[O-])cc1	-8.0	5.8	2.8	0.1	0.7	-0.2	-4.6	0.2	-3.1
CCOC(=O)c1ccc(N2C(=O)C(CC(N)=O)N(NC(=O)c3cccc(F)c3)C2=S)cc1 (stereo not given)	-2.2	-2.3	4.6	4.5	1.4	0.0	-4.2	0.1	-4.8
Cc1cccc(C)c1NC(=O)CNC(=O)C1COc2ccccc2O1 (stereo not given)	·	-1.3	-4.6	-0.4	0.5	0.0	·	-3.1	·
CC(=O)N/C(=C\c1ccccc1)C(=O)OCC(=O)NC1CCCC1	-5.2	3.2	39.6	-8.0	3.2	-0.1	-6.2	1.3	-3.2
COc1cccc(C(=O)Nc2cccc(OCC(=O)c3ccccc3)c2)c1	-0.6	0.5	-12.4	-19.9	0.8	0.2	8.1	0.3	-2.9
COc1ccc(/C=N/NC(=O)c2ccn[nH]2)cc1Cn1nc(C)c([N+](=O)[O-])c1C	-4.9	2.6	3.5	0.8	0.0	0.0	-1.1	0.7	-4.3

Additional records
Compound	Fh CTSL1 inh	PREPL inh	JMJD2C inh	LYPLA2 inh	PP5 inh	Efflux pump mplx	core dimer inh	PP1 inh	TPT1 inhibitor
COc1cc(C(=O)OCCCc2cc3ccccc3c(=O)o2)cc(OC)c1OC	·	14.2	-2.7	-3.4	-1.5	-0.1	·	-2.5	·
CC(C)C[C@H](NC(=O)OC(C)(C)C)C(=O)N1CCC(C(=O)N[C@@H](Cc2ccccc2)C(=O)O)CC1	-0.1	4.0	9.6	-5.9	-1.7	-0.1	-0.4	-2.9	-1.6
CC1CCCCN1C(=O)/C=C/c1ccccc1[N+](=O)[O-] (stereo not given)	-0.8	-4.3	-10.4	2.9	2.9	0.2	2.5	-0.6	-2.0
O=C(c1ccccc1)N1CCN(C2CC3CCC2C3)CC1 (stereo not given)	1.3	24.3	10.6	-0.9	3.6	0.3	-5.5	-0.4	-2.9
CC(=O)c1ccc(S(=O)(=O)N2CCN(c3nc4c(C)c(C)ccc4cc3C#N)CC2)cc1	0.5	0.2	-10.1	-8.4	2.4	0.4	60.9*	1.8	1.1
C=C(C)Cn1c(SCC(=O)O)nnc1-c1ccc(C(C)(C)C)cc1	1.3	-2.8	2.5	-2.1	0.4	0.1	3.9	1.1	4.0
N#Cc1ccc(CN2CCN(c3ccc(S(=O)(=O)N4CCCC4)cn3)CC2)cc1	·	10.2	2.4	-0.8	-2.4	0.1	·	-0.5	·
O=S1(=O)CCN(C(CO)c2ccccc2)CC1 (stereo not given)	0.8	3.6	3.4	4.5	-0.9	-0.1	-2.2	-1.2	-1.3
C=C(C)[C@H]1CC=C(C)C(=O)C1	·	0.8	6.7	0.1	0.1	0.0	·	-4.7	·
O=C(NC1CCSc2ccccc21)c1ccc(F)cc1 (stereo not given)	-0.9	-2.5	9.6	-8.7	0.5	0.3	13.4	-1.0	2.0
COc1ccc(NC(=O)/C(=C\c2ccc(OS(=O)(=O)c3ccc(C)cc3)cc2)NC(=O)c2ccccc2)cc1	-0.5	-1.1	10.2	-12.0	4.8	0.1	35.3	8.0	-0.1
CC1=NN(C(=S)Nc2ccccc2)C(c2ccccc2)C1 (stereo not given)	-3.4	2.9	6.3	4.0	0.0	0.3	1.8	-3.3	-1.6

(further entries)
Compound	Fh CTSL1 inh	PREPL inh	JMJD2C inh	LYPLA2 inh	PP5 inh	Efflux pump mplx	core dimer inh	PP1 inh	TPT1 inhibitor
CC1C2(C)OC(=N)C(C#N)(C(C)O2)C1(C#N)C#N (stereo not given)	0.2	2.5	2.1	9.8	-2.6	-0.1	1.1	-3.2	-16.5
Cc1ccc(C(=O)NCC(=O)N2CCCCCCC2)cc1	·	9.1	0.6	0.5	1.6	0.2	·	-2.7	·
Cc1ccc(S(=O)(=O)NNC(=O)Nc2ccccc2F)c(C)c1	-0.8	-2.2	-8.2	0.7	2.6	-0.1	2.8	-0.3	-2.0
COc1ccc(C(=O)Nc2ccc(NC(C)=O)cc2)cc1S(=O)(=O)N1CCCCC1C (stereo not given)	·	1.2	1.0	1.3	1.0	-0.2	·	-1.2	·
CCOc1ccc(CN(C)CC(=O)Nc2cc(C)c(C)cc2[N+](=O)[O-])cc1	5.6	-0.1	33.1	-2.6	0.3	-0.1	3.2	-3.0	-0.7
Cc1[nH]c(=O)[nH]c(=O)c1S(=O)(=O)N1CCC(C(=O)NC(C)c2ccccc2)CC1 (stereo not given)	-3.5	-5.0	5.7	2.0	-0.9	0.5	-17.7	0.2	0.4
CCOc1ccc(S(=O)(=O)N(CC(=O)NCC2CCCO2)c2ccc(F)cc2)cc1 (stereo not given)	-5.4	-1.0	-25.9	-1.3	1.0	-0.5	2.8	-1.4	-2.8
CC(=O)NCc1ccc(-c2csc(N)n2)s1	2.2	-1.7	125.3	1.1	2.4	-0.1	-5.4	1.5	-6.5
COc1ccc(C2=NS(=O)(=O)N(C)C(C(=O)NC3CCCC3)=C2)cc1	5.4	4.6	-0.5	-2.9	-1.1	-0.1	-15.1	-4.1	-4.9
Cc1ccc(S(=O)(=O)c2c(N)n(Cc3ccco3)c3nc4ccccc4nc23)cc1	-0.7	-5.4	-1.3	-22.1	3.1	-0.1	17.5	1.8	27.3*
CC(C)c1csc(CN2CCC(N3CCC(C(=O)N4CCOCC4)CC3)CC2)n1	-2.1	-0.8	-7.5	1.1	-0.1	0.0	1.6	-7.7	-2.4

Some of the compounds tested; the hit share may differ from the screen's.
